LDHA inh: LDHA (human) enzyme inhibition | P00338 | purified LDHA, NADH/diaphorase-resazurin fluorescence; stronger effect = lower value | activity change, % (values are at about 110 or 230 µM) | 0.15% of 480,000 active | AID 1347041; in the data active means activity change below about -30%; inconclusive means mostly about -25% to -30%;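 further: plate controls were DMSO wells for no effect and wells without enzyme for full effect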
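Human LDH5 at 2 nM final in Tris HCl pH 7.4 with 0.06 mM NADH and 0.2 mM pyruvate, reacted 5 minutes at room temperature. Remaining NADH coupled via diaphorase/resazurin; resorufin fluorescence read at 0 and 20 minutes, normalized to enzyme-free and DMSO wells.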
Vif-A3G inh: Vif-A3G binding inhibition; Q9HC16; HeLa A3G-eYFP + Vif (tagged APOBEC3G with the HIV-1 protein that degrades it), YFP fluorescence, overnight; Potency, µM (titrated, usually from 46.1 µM), for inactives: at the top dose activity, negative = active, actives largely listed as inhibitors; 0.076% of 410,000 active; AID 602310;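 further: potency means the concentration at half of the fitted maximal effect; on the % scale 0 is the no-effect control and ±100 the full control effect; nearly all actives have a fitted effect of over 60% in size; hits raise eYFP signal because A3G escapes Vif-driven loss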
Target sequence (Q9HC16 whole entry, looked up): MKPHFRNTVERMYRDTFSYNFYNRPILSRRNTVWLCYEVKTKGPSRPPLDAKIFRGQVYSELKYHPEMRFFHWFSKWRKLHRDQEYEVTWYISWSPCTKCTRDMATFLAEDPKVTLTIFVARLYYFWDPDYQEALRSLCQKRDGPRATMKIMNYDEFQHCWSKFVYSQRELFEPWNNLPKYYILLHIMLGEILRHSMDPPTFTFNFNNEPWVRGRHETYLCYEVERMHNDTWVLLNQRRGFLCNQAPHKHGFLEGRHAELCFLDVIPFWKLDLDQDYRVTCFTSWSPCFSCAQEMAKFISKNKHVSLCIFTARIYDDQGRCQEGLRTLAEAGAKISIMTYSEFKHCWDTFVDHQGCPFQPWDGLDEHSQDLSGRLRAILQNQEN
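HeLa cells stably expressing Vif and C-terminally eYFP-tagged A3G, seeded overnight at 37 deg C, then exposed to compound by pintool overnight at 37 deg C. Rise in yellow fluorescence (Ex 488/Em 500-530, Acumen) marks blocked Vif-driven A3G degradation.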
RXFP1 agonist: activates the human relaxin receptor RXFP1; Q9HBX9; HEK293T-RXFP1 cAMP TR-FRET, 30 min; response scale: percent of porcine relaxin response, buffer zero; Potency, µM (series often up to 57.5 µM), for the others: at the top dose activation, actives largely listed as activators; AID 2676; 0.3% of 370,000 active; further: potency means the concentration at half of the fitted maximal effect; on the % scale 0 is the no-effect control and ±100 the full control effect; nearly all actives have a fitted effect of over 60% in size; many of its hits are not listed in these tables
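HEK293T cells stably expressing RXFP1 were pretreated with the PDE4 inhibitor Ro 20174, exposed to compounds for 30 min at 37C, lysed, and cAMP was read by TR-FRET. Data normalized to buffer (basal) and 29 nM porcine relaxin (100%).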
PI4K2A block: PI4K2A (human) kinase inhibition. Q9BTU6. purified PI4K2A, ADP-Glo luminescence, 1 h; stronger effect = lower value. activity change, negative = inhibition, % at 76.9 µM. 0.13% of 420,000 active. AID 1346378; in the data active means activity change below about -50%; inconclusive means mostly about -30% to -49%;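 further: -100% = wells without enzyme as full effect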
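ADP-Glo luminescence measured ADP generated by PI4K2A enzyme (4 ug/mL before mixing) with 1.2 mM PI substrate (pre-mix) and 300 microM ATP (pre-mix). Tris pH7.5 buffer with MgCl2, Triton X-100; 1 h reaction at ambient temperature.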
Glioma ERSR ind: induces the endoplasmic reticulum stress response in human glioma cells; U87-MG GRP78 promoter luciferase reporter, 16 h; Potency, µM, without a hit: at the top dose activation, actives largely listed as activators; 0.02% of 420,000 active; further: potency means the concentration at half of the fitted maximal effect; series mostly up to about 76 µM; % of control where 0% means no effect; nearly all actives have a fitted effect of over 35% in size
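Stably transfected U87-MG glioma cells carrying a GRP78-based luciferase sensor; 16 h compound incubation. Luminescence end-point read 10 min after Bright-Glo addition at room temperature.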
TrxR1 substrate: substrates of rat thioredoxin reductase 1. O89049. purified TrxR1 substrate turnover, NADPH consumption readout. AID 588456. 0.01% of 390,000 active. Potency, µM (top dose mostly 114 µM), for the others: at the top dose activity change, negative = substrate turnover; further: potency means the concentration at half of the fitted maximal effect; on the % scale 0 is the no-effect control and ±100 the full control effect; nearly all actives have a fitted effect of over 50% in size
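Rat TrxR1, dispensed at 90 nM, was prereduced with 400 uM NADPH (final) for 5 min at ~22 deg C, then incubated with compound 15 min before 400 uM selenite. A first-read NADPH fluorescence drop versus no-compound background flagged substrates.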
Vif-A3F inh: Vif-A3F binding inhibition | HeLa A3F-eYFP + Vif (tagged APOBEC3F with the HIV-1 protein that degrades it), YFP fluorescence increase | Potency, µM (series often up to 46.1 µM), inactives show at the highest dose activity, negative = active | 0.2% of 390,000 active | AID 602313; further: potency means the concentration at half of the fitted maximal effect; % of control where 0% means no effect; nearly all actives have a fitted effect of over 65% in size
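Fluorescence increase (Ex 488/Em 500-530) after overnight compound treatment at 37 deg C flags inhibition of Vif-driven A3F-eYFP loss in stable HeLa A3F-eYFP/Vif cells seeded overnight beforehand.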
USP1-UAF1 inh: blocks the human USP1/UAF1 deubiquitinase complex; O94782; recombinant USP1/UAF1, Ub-Rhodamine cleavage fluorescence; Potency, µM (series often up to 57.1 µM), for inactives: at the top dose activity change, negative = inhibition, hits mostly inhibitors; 0.23% of 390,000 active; AID 743255; further: potency means the concentration at half of the fitted maximal effect; on the % scale 0 is the no-effect control and ±100 the full control effect; nearly all actives have a fitted effect of over 60% in size; inactives centre near -12
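Step one: compound is pinned into 1nM USP1/UAF1 in HEPES pH 7.8 buffer with TCEP. Step two: 15 min room-temperature incubation. Step three: Ub-Rho (150nM final) starts cleavage, tracked by fluorescence over six one-minute reads.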
IDH1 R132H inh: inhibitors of human mutant IDH1 R132H | 0.093% of 390,000 active | Potency, µM (top dose mostly 76.6 µM), inactives show at the highest dose activity change, negative = inhibition, actives largely listed as inhibitors | IDH1-R132H enzyme, NADPH consumption, diaphorase/resazurin fluorescence | O75874; further: potency means the concentration at half of the fitted maximal effect; on the % scale 0 is the no-effect control and ±100 the full control effect; nearly all actives have a fitted effect of over 65% in size
Target sequence (O75874 whole entry R132H, stated change not applied): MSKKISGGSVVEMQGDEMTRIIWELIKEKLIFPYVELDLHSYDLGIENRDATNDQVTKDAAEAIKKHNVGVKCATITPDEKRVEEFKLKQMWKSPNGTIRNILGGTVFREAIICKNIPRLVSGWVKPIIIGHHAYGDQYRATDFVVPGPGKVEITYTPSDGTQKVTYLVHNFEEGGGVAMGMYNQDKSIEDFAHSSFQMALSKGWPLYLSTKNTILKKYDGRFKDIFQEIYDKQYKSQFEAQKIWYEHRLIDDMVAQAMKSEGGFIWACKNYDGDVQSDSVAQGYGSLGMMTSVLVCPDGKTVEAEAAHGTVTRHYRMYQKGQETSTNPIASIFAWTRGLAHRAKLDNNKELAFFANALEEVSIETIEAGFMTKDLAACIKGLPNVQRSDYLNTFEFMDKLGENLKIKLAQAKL
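IDH1-R132H (0.5 ug/mL) preincubated 30 min with compound, then NADPH (0.016 mM) and alpha-KG (2 mM) added; 80 min at RT, pH 7.5. Remaining NADPH coupled via diaphorase/resazurin to fluorescence (540/590 nm); concentration-response curves normalized to no-enzyme control.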
* = called active by the depositor; u = inconclusive; x = not tested or not shown; & = joins results of further samples; [ ] = dose if it differs, or a comment. Unless noted, the call rests on the fitted dose curve; in most records, active means well fitted curve in the direction sought with a large enough effect; inconclusive means small, poorly fitted or top-dose-only effect, or another doubt; inactive means no such curve, though single readings can be large; an effect the other way counts as inactive or inconclusive.

SMILES | LDHA inh | Vif-A3G inh | RXFP1 agonist | PI4K2A block | Glioma ERSR ind | TrxR1 substrate | Vif-A3F inh | USP1-UAF1 inh | IDH1 R132H inh
COc1ccc(COn2c(=O)c(C)[n+]([O-])c3ccccc32)cc1OC | -4 | u | 1.5% | 2 | -5% | -8% | u | -21% | 4%
Cc1cccc(NC(=O)CSc2nnc(-c3ccccc3)n2N)c1 | -3 | 3% | -0.7% | -4 | 0% | 3% | -3% | -22% | -4%
Cc1ccc(C)c2sc(N)nc12 | -7 | -4% | -1.8% | -3 | -4% | 2% | -8% | 10% | 5%
CCc1ccc([C@H]2C[C@H]3[C@H]4C(=O)N(c5ccccc5)C(=O)[C@H]4CC(=O)[C@@H]3CN2S(=O)(=O)c2ccc(C)cc2)cc1 | -2 | -3% | x | -6 | -4% | x | x | x | x
COc1ccccc1NC(=O)Cc1c(C(=O)O)[nH]c2ccc(Cl)cc12 | -9 | -13% | 1.4% | 0 | 14% | 5%[57.1 µM] | -7% | -18% | -11%
CC1(C)CC(NC(=O)COc2ccc3ccccc3c2)CC(C)(C)N1 | -1 | 0% | 1.0% | 2 | -4% | 0% | 9% | -5% | 5%
C[C@]12CC(O)C3C(CCC4=CC(=O)CC[C@@]43C)C1CCC2c1csc(-c2ccccc2)n1 (stereo partly drawn) | -8 | 0% | 3.9% | 0 | -5% | -1%[57.1 µM] | -14% | -16% | 9%
CCN(CC(=O)Nc1cc(Cl)ccc1C)C(=O)CN1C(=O)NC2(CCCC2)C1=O | -2 | -6% | 0.9% | -1 | 0% | -7% | 6% | -29% | 2%
CCOc1ccc(S(=O)(=O)N2CCN(C(=O)c3ccc(Cl)c(S(=O)(=O)N4CCOCC4)c3)CC2)cc1 | -11 | 5% | x | -7 | 0% | 8% | -4% | -11% | -1%
CC(=O)/C(=N/Nc1ccc(C)cc1)Sc1nnc(CCc2ccccc2)n1-c1ccccc1 | -13 | -2% | 2.4% | 1 | -1% | 11%[57.1 µM] | -7% | -15% | 7%
O=[N+]([O-])c1ccc(O)c2cccnc12 | -12&5 | -3% | 3.1% | -3 | -2% | -19% | -22% | -22% | 1%
O=C(CS(=O)(=O)Cc1ccccc1)c1ccccc1 | -5 | 4% | x | -4 | 3% | x | 0% | -11% | 1%
CCOc1ccc(/C=C/C(=O)NCCc2ccc(OC)c(OC)c2)cc1 | -4 | 0% | 0.4% | -2 | 0% | -8% | -2% | 3% | -1%
CC(OC(=O)C(C)Oc1ccccc1)C(=O)Nc1ccc(S(=O)(=O)N2CCCCC2)cc1 (stereo not drawn) | -9 | 2% | 0.1% | -1 | 2% | -8% | 2% | -11% | 0%
Cc1ccc(NC(=O)c2cc3c(=O)oc4ccccc4c3s2)nc1 | 4 | -1% | 7.7% | 0 | -1% | -1%[57.1 µM] | -8% | 4% | -1%
COc1ccccc1NC(=O)CSCc1nc2ccccc2[nH]1 | -1 | 0% | 2.1% | -1 | 1% | -2% | 0% | -6% | 4%
CC(C)CC1NC(=O)N(CC(=O)NC2CCCc3ccccc32)C1=O (stereo not drawn) | -2 | 1% | 3.4% | 2 | -4% | 5%[57.1 µM] | 9% | -5% | 0%
CCc1nn2c(N3CCOCC3)cc(C)nc2c1-c1ccccc1 | 0 | -3% | 0.0% | 0 | -7% | 7%[57.1 µM] | 1% | -13% | -4%
CC(=O)c1c(C)[nH]c(C(=O)COc2cc(C)ccc2C(C)C)c1C | 0 | 7% | 3.2% | -5 | -8% | 8%[57.1 µM] | -3% | -26% | 1%
COc1cc(C2C(=O)N(C3CCCCCC3)CC(=O)N2CCc2ccccc2)ccc1OC(C)C (stereo not drawn) | -1 | 0% | 1.6% | -8 | -2% | 4%[57.1 µM] | 6% | -19% | -5%
Cc1ccc(N2CC(C(=O)Nc3ccc(N(C)C)cc3)CC2=O)cc1Cl (stereo not drawn) | -1 | -5% | 3.0% | 5 | 6% | 1% | -7% | -33% | -6%
Cc1ccc(OC(=O)c2cc(-c3ccc(Cl)cc3)on2)c(C)c1 | 0 | 1% | -1.8% | 6 | -2% | 3% | 1% | -20% | 3%
Cc1ccc2c(=O)cc(C(=O)NCc3ccccc3)oc2c1C | -11&-6 | 0% | -2.2% | -3 | 1% | -2% | 0% | 2% | 6%
O=C(Nc1cccc(F)c1)C1CCCN(c2cnccn2)C1 (stereo not drawn) | -4 | 0% | -3.1% | 1 | -3% | 1% | -2% | -21% | -2%
O=C(COC(=O)CC1CCCC1)Nc1ccccc1[N+](=O)[O-] | 1 | 0% | 2.5% | 0 | -4% | 0% | -2% | -16% | 9%
COc1ccc(CCN2CC(C(=O)Nc3nnc(Cc4ccccc4)s3)CC2=O)cc1OC (stereo not drawn) | -8 | -1% | -0.9% | 0 | 1% | -2% | -18% | -17% | -5%
Cn1c(=O)c2c(ncn2CC(=O)NCc2cccnc2)n(C)c1=O | -8 | 2% | 16% | 2 | -5% | 9%[57.1 µM] | 1% | -4% | 4%
O=C(NC1CC1)C1CCCN(C(=O)NC2CCCCC2)C1 (stereo not drawn) | -6 | 2% | 1.5% | 4 | -5% | 4% | 7% | -9% | -7%
Cc1oc(-c2ccc3c(c2)OCCO3)cc1C(=O)O | 0 | -6% | 0.0% | -75* | -16% | 7% | -15% | -25% | 6%
Cc1nonc1CN(C)C(=O)CC1C(=O)NCCN1Cc1ccccc1C(F)(F)F (stereo not drawn) | 5 | -8% | -0.2% | 8 | -6% | 6%[57.1 µM] | -3% | -29% | 8%

In a second layout: entries from further up.
Values in the order – LDHA inh, Vif-A3G inh, RXFP1 agonist, PI4K2A block, Glioma ERSR ind, TrxR1 substrate, Vif-A3F inh, USP1-UAF1 inh, IDH1 R132H inh
O=C(Nc1cccc(F)c1)C1CCCN(c2cnccn2)C1 (stereo not drawn)
→ -4, 0%, -3.1%, 1, -3%, 1%, -2%, -21%, -2%
O=C(COC(=O)CC1CCCC1)Nc1ccccc1[N+](=O)[O-]
→ 1, 0%, 2.5%, 0, -4%, 0%, -2%, -16%, 9%
COc1ccc(CCN2CC(C(=O)Nc3nnc(Cc4ccccc4)s3)CC2=O)cc1OC (stereo not drawn)
→ -8, -1%, -0.9%, 0, 1%, -2%, -18%, -17%, -5%
Cn1c(=O)c2c(ncn2CC(=O)NCc2cccnc2)n(C)c1=O
→ -8, 2%, 16%, 2, -5%, 9%[57.1 µM], 1%, -4%, 4%
O=C(NC1CC1)C1CCCN(C(=O)NC2CCCCC2)C1 (stereo not drawn)
→ -6, 2%, 1.5%, 4, -5%, 4%, 7%, -9%, -7%
Cc1oc(-c2ccc3c(c2)OCCO3)cc1C(=O)O
→ 0, -6%, 0.0%, -75*, -16%, 7%, -15%, -25%, 6%
Cc1nonc1CN(C)C(=O)CC1C(=O)NCCN1Cc1ccccc1C(F)(F)F (stereo not drawn)
→ 5, -8%, -0.2%, 8, -6%, 6%[57.1 µM], -3%, -29%, 8%

(further entries)
SMILES | LDHA inh | Vif-A3G inh | RXFP1 agonist | PI4K2A block | Glioma ERSR ind | TrxR1 substrate | Vif-A3F inh | USP1-UAF1 inh | IDH1 R132H inh
Cn1c(N)c(C(=O)CN2CCN(S(=O)(=O)c3ccccc3C#N)CC2)c(=O)n(C)c1=O | -1 | 0% | x | -2 | 1% | x | -1% | -19% | -6%
O=C(OCn1nnc2ccccc2c1=O)c1cccc(S(=O)(=O)N2CCOCC2)c1 | 1 | 2% | 25% | -2 | -1% | 3% | -6% | -12% | 1%
O=C(O)C1C2C=CC(C2)C1C(=O)NCCC1=CCCCC1 (stereo not drawn) | 0 | 3% | 0.0% | 3 | -2% | 4% | 0% | -9% | 0%
Cc1ccc(-c2csc3ncnc(N4CCN(c5ccccc5O)CC4)c23)cc1 | -3 | -5% | 0.5% | -1 | 0% | -5% | -1% | -13% | 9%
CC(=O)c1ccc(N2CCC(c3cc(-c4ccc(Cl)cc4Cl)n[nH]3)CC2)c([N+](=O)[O-])c1 | 3 | 2% | 0.3% | -5 | -7% | -5%[57.1 µM] | 0% | -7% | 1%
CCOc1ccc(-c2nc(Cn3c(=O)cc(-c4ccccc4)c4c(C)nn(C)c43)c(C)o2)cc1 | -13 | -2% | -0.2% | -6 | 4% | 3%[57.1 µM] | -3% | -21% | -5%
CCCOc1ccc(-c2c(C(=O)N/N=C/c3ccc(C)cc3)nnn2-c2nonc2N)cc1 | 4 | -8% | -0.5% | 1 | 0% | -10% | 9% | -17% | 1%
CCCCCn1c(-c2ccc(OC)c(OC)c2)nc2ccccc21 | 9 | -8% | 3.3% | -5 | -4% | 13% | -15% | -11% | 15%
CCOc1ccc(Oc2ccc(C(F)(F)F)cc2NC(=O)C2=COCCO2)cc1 | 2 | -4% | -0.9% | 1 | -1% | -8% | -3% | -23% | 13%
N#Cc1c(Nc2ccc(F)cc2)sc(C(=O)c2ccccc2)c1N | 0 | -2% | 1.2% | -4 | -2% | -11% | 0% | -27% | -22%

Assay outcomes (PubChem)

The list is partial; count on the stated rates, not on these rows.
